# BLM inh = qHTS Assay for Inhibitors of Bloom's syndrome helicase (BLM); RecQ-like DNA helicase BLM (Homo sapiens), P54132; recombinant BLM DNA unwinding, fluorescence dequenching; Potency, µM (highest dose often 56.1 µM), inactives show top-dose activity change, negative = inhibition, usual class: inhibitors; actives 0.2% (n = 350,000); AID 2528, 2010;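 note: plate controls were vehicle for no effect and no enzyme for full effect; nearly all actives have a fitted effect of over 35% in size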
# Target sequence (P54132 whole entry, looked up): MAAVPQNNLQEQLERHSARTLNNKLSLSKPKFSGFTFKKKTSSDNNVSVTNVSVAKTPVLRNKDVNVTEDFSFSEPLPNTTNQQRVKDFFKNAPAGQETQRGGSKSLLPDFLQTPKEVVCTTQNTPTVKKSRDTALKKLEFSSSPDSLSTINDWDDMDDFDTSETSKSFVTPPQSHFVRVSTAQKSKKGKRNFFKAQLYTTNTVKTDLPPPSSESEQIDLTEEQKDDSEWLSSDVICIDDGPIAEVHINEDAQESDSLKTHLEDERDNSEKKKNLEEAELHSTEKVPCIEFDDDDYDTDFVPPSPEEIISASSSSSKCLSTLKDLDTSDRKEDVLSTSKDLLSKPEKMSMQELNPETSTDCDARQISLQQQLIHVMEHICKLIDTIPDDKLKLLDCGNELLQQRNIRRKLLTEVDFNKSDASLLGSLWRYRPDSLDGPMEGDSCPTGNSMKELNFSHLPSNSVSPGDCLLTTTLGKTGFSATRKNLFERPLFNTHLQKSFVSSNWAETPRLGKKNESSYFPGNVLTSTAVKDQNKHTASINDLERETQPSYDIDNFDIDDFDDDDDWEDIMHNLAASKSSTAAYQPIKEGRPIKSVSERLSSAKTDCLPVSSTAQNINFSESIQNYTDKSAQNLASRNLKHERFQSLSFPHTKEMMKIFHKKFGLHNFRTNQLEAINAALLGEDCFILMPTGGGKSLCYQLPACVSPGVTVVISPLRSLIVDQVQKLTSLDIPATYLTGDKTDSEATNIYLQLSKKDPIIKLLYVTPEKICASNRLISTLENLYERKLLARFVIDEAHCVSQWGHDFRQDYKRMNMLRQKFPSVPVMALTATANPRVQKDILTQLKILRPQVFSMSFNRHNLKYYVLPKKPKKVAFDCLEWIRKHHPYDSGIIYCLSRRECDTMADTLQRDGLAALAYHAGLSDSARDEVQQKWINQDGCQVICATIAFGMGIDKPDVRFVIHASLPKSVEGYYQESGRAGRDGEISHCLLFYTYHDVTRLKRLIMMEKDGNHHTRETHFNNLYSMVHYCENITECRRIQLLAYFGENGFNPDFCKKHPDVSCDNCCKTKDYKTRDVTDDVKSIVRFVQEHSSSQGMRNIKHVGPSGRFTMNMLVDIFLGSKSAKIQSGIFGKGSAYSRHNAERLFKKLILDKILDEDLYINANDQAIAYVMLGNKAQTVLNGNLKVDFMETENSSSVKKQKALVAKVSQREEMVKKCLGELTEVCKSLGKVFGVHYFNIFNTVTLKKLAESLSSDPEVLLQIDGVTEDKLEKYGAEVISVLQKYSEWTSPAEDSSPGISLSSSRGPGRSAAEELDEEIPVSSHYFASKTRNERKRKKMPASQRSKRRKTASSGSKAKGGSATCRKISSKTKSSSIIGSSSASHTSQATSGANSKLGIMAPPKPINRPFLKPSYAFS
# Tb PGK inh = qHTS Assay to Find Inhibitors of Phosphoglycerate Kinase; actives 0.043% (n = 380,000); Phosphoglycerate kinase, glycosomal (Trypanosoma brucei brucei), P07378; AID 602233, 2012; PGK/GAPDH coupled, Kinase-Glo luminescence, 60 min; Potency, µM (series often up to 57.5 µM), inactives show at the top dose activity change, negative = inhibition, usual class: inhibitors; note: % is set by controls: 0 for no effect and ±100 for the full control effect; nearly all actives have a fitted effect of over 60% in size
#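 Luminescent ATP detection (Kinase-Glo Plus) follows a 60-minute room-temperature incubation, with wells lacking PGK as controls. Buffer: 100 mM TEA (pH 7.6), 5 mM MgCl2, 0.01% Tween-20. Coupling enzyme GAPDH (100 nM final) supplies unstable 1,3-BPG in-well.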
# BAZ2B block = qHTS Assay for Inhibitors of BAZ2B | Bromodomain adjacent to zinc finger domain protein 2B (Homo sapiens), Q9UIF8 | AlphaScreen BAZ2B-H3K14Ac peptide displacement | Potency, µM (doses to about 114 µM), for the others: top-dose activity change, negative = inhibition, usual class: inhibitors | actives 4.4% (n = 360,000); note: % is set by controls: 0 for no effect and ±100 for the full control effect; nearly all actives have a fitted effect of over 60% in size
#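 AlphaScreen luminescence quantifies BAZ2B engagement of H3K14Ac peptide; the protein and biotinylated peptide are both at 50 nM final, buffer PBS pH 7.4 with 0.01% Tween-20, all steps at room temperature.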
# GLS inhibitor = qHTS for Inhibitors of Glutaminase (GLS); Glutaminase kidney isoform, mitochondrial (Homo sapiens), O94925; GLS enzymatic activity, qHTS titration; Potency, µM (top dose mostly 45.5 µM), for the others: at the top dose activity change, negative = inhibition, hits mostly inhibitors; actives 0.21% (n = 410,000); note: % is set by controls: 0 for no effect and ±100 for the full control effect
#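 Enzyme dispensed in phosphate buffer (45 mM, pH 8.2, 0.02% Tween-20), compounds pinned in, then 1 mM L-glutamine solution and the glutamate oxidase–HRP–Amplex Red mix added; fluorescence read immediately and again after 30 min at room temperature.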
# JMJD2A Tudor = qHTS Assay for Inhibitors of JMJD2A-Tudor Domain | AlphaScreen JMJD2A-Tudor / H3K4me3 peptide binding | Potency, µM (series often up to 114 µM), for inactives: at the highest dose activity change, negative = inhibition, hits mostly inhibitors | actives 4.4% (n = 390,000); note: % is set by controls: 0 for no effect and ±100 for the full control effect; nearly all actives have a fitted effect of over 50% in size
# HP1b binding inh = HTS for Inhibitors of HP1-beta Chromodomain Interactions with Methylated Histone Tails. AlphaScreen HP1-beta / biotin-H3K9me3 peptide binding. Potency, µM (highest dose often 114 µM), without a hit: at the highest dose activity change, negative = inhibition, usual class: inhibitors. actives 0.56% (n = 390,000). AID 540317, 2011; note: nearly all actives have a fitted effect of over 70% in size; inactives centre near 23
#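 Compound inhibition of the preformed complex between 50 nM HP1-beta and 50 nM biotinylated H3K9me3 peptide was read by AlphaScreen. Buffer was PBS pH 7.4 with 0.01% Tween-20. Incubations ran 30 min at room temperature, with 10 ug/mL donor/acceptor beads.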
# Pin1 inh = qHTS Assay to Find Inhibitors of Pin1; Peptidyl-prolyl cis-trans isomerase NIMA-interacting 1 (Homo sapiens), Q13526; Pin1 FP peptide displacement, HiFluor488, 10 min; Potency, µM (top dose mostly 115 µM), for inactives: top-dose activity, negative = inhibition, usual class: inhibitors; actives 0.009% (n = 390,000); active = well fitted inhibition curve with a large enough effect in the polarisation, with a control signal flat, not every such curve was filed as active; inconclusive = small, poorly fitted or top-dose-only effect, or effect the other way, or a change in a side signal; inactive = no such curve, though single readings can be large or run the other way; the % refers to the polarisation; note: % is set by controls: 0 for no effect and ±100 for the full control effect
# Pol iota inh = qHTS for Inhibitors of Polymerase Iota; Potency, µM (top dose mostly 115 µM), inactives show at the top dose activity, negative = inhibition, usual class: inhibitors; actives 1% (n = 390,000); Pol iota fluorescent replication assay, 10 min; AID 588590, 2011
#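 Pol iota at 10 nM preincubated 15 min with compounds at room temperature; reaction started with fluorescent substrate, 50 nM final. Fluorescence read kinetically at 0 and 10 min; buffer-only wells as negative control.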
# G9a block = qHTS Assay for Inhibitors of Histone Lysine Methyltransferase G9a; Histone-lysine N-methyltransferase EHMT2 (Homo sapiens), Q96KQ7; G9a H3K9 monomethylation, AlphaScreen, 2 h; Potency, µM (titrated, usually from 102 µM), for the others: top-dose activity, negative = inhibition, most hits filed as inhibitors; actives 8.8% (n = 350,000); AID 504332, 2011; note: % is set by controls: 0 for no effect and ±100 for the full control effect; nearly all actives have a fitted effect of over 75% in size
#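 Using a bead-based AlphaScreen, monomethylated H3K9 product from 2 h room-temperature reactions (G9a 20 nM, peptide 500 nM, SAM 20 uM) was detected with 0.5 ug/mL rabbit anti-H3K9me1 antibody.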
# * marks the source's active call; other numbers are inactive results; i = inactive; ? = inconclusive; nt = not tested or not shown; & = joins results of further samples; ! = not active in a repeat; [ ] = dose if it differs, or a comment. Unless noted, calls come from the whole dose curve; as a rule, active = well fitted curve in the direction sought with a large enough effect; inconclusive = small, poorly fitted or top-dose-only effect, or another doubt; inactive = no such curve, though single readings can be large; an effect the other way counts as inactive or inconclusive. Potency is the fitted concentration of half-maximal effect.
SMILES,BLM inh,Tb PGK inh,BAZ2B block,GLS inhibitor,JMJD2A Tudor,HP1b binding inh,Pin1 inh,Pol iota inh,G9a block
COC(=O)c1ccccc1NC(=S)NC(NC(=O)COc1ccccc1)C(Cl)(Cl)Cl (configuration not stated),-8%,5%,13%,28%,-25%,-20%,10%,49%[activator],2.2µM*
COc1ccc(OC)c(CNc2ccc3c(c2)CCC3)c1,-11%,-7%,?,-24%,?,?,5%,29%,32µM*
COc1ccc(N2CCN(S(=O)(=O)CCNC(=O)COc3ccc(Cl)cc3)CC2)cc1,-6%,-5%,4%,7%,-12%,23%,-1%,25%,24%
Cc1cc(NC(=O)CSc2nc3cc4c(cc3c(=O)n2CCc2ccccc2)OCO4)no1,4%,-2%,-1%,0%,10%,24%,0%,18%,11%[59 µM]
O=C(NCc1ccc2c(c1)OCO2)C1CCN(c2ncccn2)CC1,-2%,-7%,-4%,1%,-4%,34%,2%,-10%,-28%[59 µM]
CN(C)CCCNC(=O)c1ccccc1Oc1ccccc1,0%,0%,3%,18%,3%,24%,9%,92%[activator],nt
COc1ccc(C(=O)NCc2nnc(SCCOc3ccccc3)n2C)cc1,-2%,i,0%,?,?,-16%,4%,107%[activator],14%[12.7 µM]
O=C(Nc1ccc2c(c1)CCC2)C1CCN(c2ncccn2)CC1,0%,0%,-28%,1%,-20%,41%[activator],10%,6%,-2%
Cc1onc(-c2c(F)cccc2Cl)c1C(=O)Nc1sc2c(c1C#N)CCC(C(C)(C)C)C2 (configuration not stated),0%,-8%,-3%,-2%,-24%,2%,?,?,?
CCCc1nc2nc(C)c(NS(=O)(=O)c3ccc(Cl)cc3)c(=O)n2[nH]1,1%,i,2%,30%,-9%,-6%,-4%,24%,-19%
C/C(CC(=O)Nc1ccc(OCc2ccccc2)cc1)=N\NC(=O)C(=O)Nc1ccccc1C,-7%,-7%,13%,-4%,-8%,41%,4%,26%,-5%[0.0925 µM]
COc1cc(NC(=O)c2c(C)oc3c2C2=NCCN2C=N3)cc(OC)c1OC,5%,i,-28%,-9%,-32%,?,5%,-7%,5%[59 µM]
COc1ccc(S(N)(=O)=O)cc1C(=O)OCC(=O)N1CCCC(C)C1 (configuration not stated),nt,i,nt,0%,-13%,39%[activator],1%,17%,nt
O=C(N=C1SC2CS(=O)(=O)CC2N1c1cc(Cl)ccc1Cl)C1CC1 (configuration not stated),-2%,-8%,-11%,13%,5%,34%,-6%,22%,1%
Cc1ccc(C(=O)N(CCCN(C)C)c2nc3ccc(Cl)cc3s2)cc1C,68%[activator],9%,nt,-4%,?,-11%,3%,36%[activator],71µM*
CC(C)(C)OC(=O)N1CCN(C(=O)Nc2ccc3c(c2)OCCO3)CC1,-1%,-7%,-11%,12%,-7%,20%,0%,116%[activator],-29%
CCOC(=O)c1sc(C)c2c(=O)n(Cc3ccc(Cl)cc3)c(C)nc12,-2%,-3%,7%,-2%,-22%,35%,29%,23%,-9%
COc1ccc(CNC(=O)c2cnc3ccc(C)cn3c2=O)cc1,3%,-12%,8%,6%,-19%,5%,-2%,-8%,9%[59 µM]
Cn1c2ccccc2c(=O)c2ccc(C#CC3(N)CCCCC3)cc21,5%,6%,3%,-5%,6%,77%[activator],0%,?,40µM*
CC1=C(C(=O)Nc2ccccn2)C(c2ccc3c(c2)OCO3)C2=C(CC(C)(C)CC2=O)N1 (configuration not stated),-2%,-6%,nt,16%,-1%,25%,-3%,-13%,3%
O=C(CCS(=O)(=O)c1cc2c(cc1Cl)NC(=O)CO2)NCc1ccccc1,1%&-1%,-2%,-12%[57.1 µM],3%&6%,?,13%&69%,-1%&16%,3%&2%,-3%
C[C@H](CO)N1C[C@H](C)[C@@H](CN(C)S(=O)(=O)c2ccccc2)Oc2ccc(NC(=O)C3CCCCC3)cc2C1=O,nt,-15%,nt,6%,-11%,30%,1%,25%,nt
COc1ccc2ncn(-c3ccccc3)c2c1,0%,-6%,5%,1%,-21%,7%,-2%,-5%,0%
Cc1cccc(OCCc2nnc(N)s2)c1C,0%,4%,9%,16%,-12%,29%,-3%,18%,?
Cc1ccc(NC(=O)CN(C)C(=O)COC(=O)/C=C/c2cccs2)cc1,nt,-2%,4%,-1%,-20%,-19%,15%,30%[activator],-15%
CCOC(=O)N1CCN(C2CCCN(C(=O)c3ccccc3C(F)(F)F)C2)CC1 (configuration not stated),-2%,-1%,-27%,-3%,-10%,35%,-1%,-3%,71µM*
CCc1cc(=O)[nH]c(SCC(=O)Nc2ccc3c(c2)OCCO3)n1,nt,-1%,12%,-2%,-5%,29%,-5%,1%,-45%
Cc1ccc(S(=O)(=O)N(C)c2ccc(C(=O)NCc3ccccn3)cc2)cc1,1%,-1%,-7%,-4%,-10%,47%[activator],0%,-19%,-2%
NC(=O)c1nnsc1-c1ccc(-c2snnc2C(N)=O)cc1,-5%,i,1%,3%,-13%,27%,-1%,-2%,31%[0.501 µM]
CCCCC(=O)OC1=C(C(C)=O)N(Cc2ccccc2)S(=O)(=O)c2ccccc21,-8%,8%,?,17%,79µM*,15%,3%,13%,?
CCOC(=O)N/N=C/c1ccc(Oc2ccccc2)cc1,-9%,i,-15%,-4%,3%,54%[activator],4%,-6%,-42%
Cc1cccc(N2CCN(C(=O)Cn3sc4nc(C)cc(C)c4c3=O)CC2C)c1 (configuration not stated),-1%,-8%,?,8%,3.2µM*,8.9µM*,17%,42%[activator],1.3µM*
Cc1ccc(Nc2nc(N)nc(CSc3nnc(C)s3)n2)cc1,-2%,-10%,-5%,-1%,0%,33%,1%,5%[58.9 µM],-2%
O=C(O)c1ccccc1C(=O)Nn1cnnc1,-2%,i,-15%,-3%,-18%,8%,4%,-13%,-8%
Cc1nc(C)c(-c2ccc(SCC(=O)Nc3ccc(Cl)c(Cl)c3)nn2)s1,0%,-8%,-2%,1%,-5%,26%[57 µM],6%,0%,4%[59 µM]
O=C(c1ccco1)N1CCN(S(=O)(=O)c2ccc([N+](=O)[O-])cc2)CC1,-4%,i,-10%,-7%,-8%,41%[activator],-1%,24%,12%
CN1CCN(C(=O)C(=O)c2cn(CC(=O)N3CCCC3)c3ccccc23)CC1,-2%,4%,6%,4%,-2%,12%,-7%,0%,nt
O=C(O)c1ncn(Cc2ccccc2)c1C(=O)O,-1%,i,32µM*,-1%,6.3µM*,55%[activator],nt,?,10µM*
CCCCCn1cnc2sc(CC)cc2c1=O,-2%,-1%,39%,0%,12%,42%,-3%,27%,13%[59 µM]
COc1ccccc1-n1cnc2cc(NCc3cccs3)ccc21,-5%,-8%,45µM*,-16%,45µM*,?,-1%,32%[activator],?
O=S(=O)(c1ccc(Cl)s1)N1CCc2ccccc2C1,-7%,-5%,47%[activator],-2%,58%[activator],51%,-13%,-11%,25%[12.7 µM]
CC(=O)Nc1nonc1-c1nnc(SCC(=O)Nc2cc(C)cc(C)c2)n1C,-2%,i,1%,6%,0%,38%,-5%,21%,0%[59 µM]
O=C(NC1CCCN(Cc2ccc(Cl)cc2)C1)c1c(F)ccc(F)c1F (configuration not stated),-2%,-1%,9%,1%,-12%,71%[activator],-4%,14%,11%
CCN(CC)C(=O)c1nn(Cc2ccccc2)c(=O)c2ccccc12,0%,0%,-2%,-3%,-9%,27%,-2%,0%,25%
CCOC(=O)c1cc2c(N)c(C(=O)c3cc(C#N)c(SC)nc3C)sc2nc1C,-4%,-7%,7%,7%,-10%,20%,37%[activator],-4%,45µM*
Cc1cc(-c2cc(C(=O)NC3CCCC3)on2)nc(NC2CCCC2)n1,-1%,-7%,-8%,7%,-22%,33%,-3%,?,49%[12.7 µM]
CC(C)CCC(CCNCc1ccccn1)c1ccc(Cl)cc1 (configuration not stated),0%,2%,?,3%,79µM*,?,0%,38%[activator],-11%
COc1ccc(SC[C@H](Cc2ccccc2)N2CCN(C)CCC2=O)cc1,2%,2%,-3%,6%,-9%,27%,-7%,21%,23%[59 µM]
C/C(=N\NC(=O)OC(C)(C)C)c1ccc[nH]1,-1%,-9%,-38%,6%,-18%,40%,-3%,19%,-5%
COc1cccc(NC(=O)c2cc3ccccc3oc2=O)c1,-5%,-14%,12%,-6%,0%,32%,-9%,8%,-10%[0.501 µM]
# (further entries)
SMILES,BLM inh,Tb PGK inh,BAZ2B block,GLS inhibitor,JMJD2A Tudor,HP1b binding inh,Pin1 inh,Pol iota inh,G9a block
CNC[C@H](O)c1ccc(O)c(O)c1,-3%&-16%&-10%&-7%,-7%,50µM*,-20%&39%,-28%,14%,?,?,7.9µM*!
Cc1ccccc1-c1nnc(SC(C)C(=O)NC2CCCC2)o1 (configuration not stated),nt,10%,10%,0%,8%,35%,5%,4%,?
Cc1nn(C)cc1S(=O)(=O)Nc1ccc(C(F)(F)F)cc1,-2%,0%,-1%,-9%,-9%,25%,-9%,27%,89%[activator]
Clc1ccc(-c2n[nH]c3c2CCC3)cc1Cl,-6%,11%,-9%,10%,-11%,45%[activator],-5%,-5%,-22%

# Laid out differently: three of the compounds above
structure	BLM inh	Tb PGK inh	BAZ2B block	GLS inhibitor	JMJD2A Tudor	HP1b binding inh	Pin1 inh	Pol iota inh	G9a block
Cc1ccccc1-c1nnc(SC(C)C(=O)NC2CCCC2)o1 (configuration not stated)	nt	10%	10%	0%	8%	35%	5%	4%	?
Cc1nn(C)cc1S(=O)(=O)Nc1ccc(C(F)(F)F)cc1	-2%	0%	-1%	-9%	-9%	25%	-9%	27%	89%[activator]
Clc1ccc(-c2n[nH]c3c2CCC3)cc1Cl	-6%	11%	-9%	10%	-11%	45%[activator]	-5%	-5%	-22%

# Bioassay records from PubChem BioAssay.

# Only part of the results is shown, so the mix of outcomes need not match the whole.
